Tb PYK inh: blocks Trypanosoma brucei pyruvate kinase. Q57TT1. TbPYK enzyme, Kinase-Glo Plus ATP luminescence, 45 min. Potency, µM (top dose mostly 76.8 µM), for inactives: top-dose activity, negative = inhibition, actives largely listed as inhibitors. 0.12% of 410,000 active. AID 624173; also: nearly all actives have a fitted effect of over 50% in size
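Assay buffer: 50 mM TEA pH 7.2, 100 mM KCl, 10 mM MgCl2, 0.05% BSA, 0.01% Tween-20. Pyruvate kinase from T. brucei plus substrate met compound, then ADP (130 uM final). Luminescence was read post 45 min RT.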
Sm TGR block: blocks Schistosoma mansoni thioredoxin glutathione reductase; Q962Y6; Potency, µM (highest dose often 114 µM), for inactives: at the top dose activity change, negative = inhibition, most hits filed as inhibitors; purified TGR, DTNB reduction, TNB absorbance 405 nm; AID 485364; 3% of 360,000 active; also: nearly all actives have a fitted effect of over 60% in size
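TGR 20 nM + NADPH 100 uM (dispensed conc.), cpd preinc 15 min RT; start with NADPH (500 uM addition) then DTNB (15 mM addition). Kinetic TNB absorbance, 405 nm filter. Four-parameter Hill fit across titration.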
* = called active by the depositor; ? = inconclusive; [ ] = remark or other dose. Calls follow the shape of the dose curve; as a rule, active = well fitted curve in the direction sought with a large enough effect; inconclusive = small, poorly fitted or top-dose-only effect, or another doubt; inactive = no such curve, though single readings can be large; an effect the other way counts as inactive or inconclusive. % is scaled to controls: 0 for no effect and ±100 for the full control effect; potency is read from the fitted curve at half-maximal effect. A portion of the library; count on the stated rates, not on these rows.

Below each SMILES: Sm TGR block | Tb PYK inh
Cc1cc(C)n(-c2nnc(Nc3cc(Cl)ccc3C)c3ccccc23)n1
→ 2% | 5%
CC(C)(C)OC(=O)N1CCC(c2c(C(=O)NCc3ccc(F)cc3)cnn2-c2ccc(F)cc2)CC1
→ 7% | -7%
Cc1ccc(CNc2ccc(-c3nc(-c4cccnc4)no3)cc2[N+](=O)[O-])cc1
→ -1% | -4%
Cc1cc2[nH]c(=O)c(=O)[nH]c2cc1S(=O)(=O)Nc1ccc(OC(F)(F)F)cc1
→ -1% | -2%
O=C(CSc1nc2c([nH]c3ccccc32)c(=O)n1-c1cccc(C(F)(F)F)c1)N1CCCC1
→ -3% | -7%
Cc1c(NC(=O)C(C)(C)Oc2ccc(Cl)cc2)cccc1-c1nc2ccccc2o1
→ -4% | 3%
Cc1ccc(Cl)cc1N1CCN(C(=O)c2nn(C)c3c2CS(=O)(=O)c2ccccc2-3)CC1
→ 0% | 3%
COc1ccc(OC)c(NC(=O)CN2C(=O)CC(c3ccco3)Sc3ccccc32)c1 (stereo unspecified)
→ 2% | -2%
Cc1ccc(CNC(=O)c2ccc(CSCc3ccc(C)cc3)o2)cc1
→ ? | 1%
COc1cccc(CNC(=O)CN2C(=O)CCn3nc(-c4cn(C)c5ccccc45)cc32)c1OC
→ 16µM* | -3%
N#Cc1ccc(C(=O)NCc2ccc3c(c2)CCN3C(=O)c2ccc(F)cc2)cc1
→ -1% | 0%
Cc1ccc(C(=O)N2CCC(c3c[nH]c4ccccc34)(c3c[nH]c4ccccc34)CC2)cc1
→ 10% | 2%
O=C(NCCc1ccc(Cl)cc1)C(=O)NCC(c1ccc2c(c1)OCO2)N1CCOCC1 (stereo unspecified)
→ 10% | 4%
CCn1cc(C(=O)N2CCN(c3cc(Cl)ccc3C)CC2)c(=O)c2cc(S(=O)(=O)N3CCCCC3)ccc21
→ 5% | -3%
Cc1cccc(NC(=O)CSc2nc3ccccc3nc2N2CCCCC2)c1C
→ 3% | -4%
O=C(CSc1nc(-c2ccccc2)nc2c1CCCC2)c1ccc(F)cc1
→ 9% | -1%
Cc1cc(=O)n(Cc2cccc(Cl)c2)c2c1c(C)nn2C
→ 8% | 1%
COc1ccc(NC(=O)c2cnc3cc(C)ccn3c2=O)c(OC)c1
→ 3% | -5%
COC(=O)c1cc2sc(Cl)cc2n1CC(=O)Nc1cc(C)cc(C)c1
→ -2% | -1%
CCOc1ccc(/C=C/c2nc(C#N)c(Nc3ccc(OC)cc3)o2)cc1
→ 1% | -3%
Cc1c(Cl)cccc1NC(=O)Cn1c(=O)n(Cc2nc(-c3ccccc3)no2)c(=O)c2cc3c(cc21)OCO3
→ -8% | 0%
Cc1cc(C)cc(NC(=O)[C@H]2O[C@@H]3OC(C)(C)O[C@@H]3[C@H]3OC(C)(C)O[C@H]32)c1
→ 3% | -12%
COc1cn(CC(=O)Nc2ccc(C)cc2)c(CN2CCCCC2)cc1=O
→ 18% | 3%
CCC1CN(C(=O)Nc2ccc(Br)cc2F)c2ccccc2S1 (stereo unspecified)
→ -3% | -2%[15.4 µM]
CCOc1ccc(CCNC(=O)CN2C(=O)COc3ccc(S(=O)(=O)N(CC)CC)cc32)cc1
→ -11% | -2%
Cc1oc2cc3oc(=O)c(CC(=O)NCc4ccccc4)c(C)c3cc2c1C
→ 0% | 5%
Cc1ccc(-c2cnc(NCc3c(F)cccc3Cl)n2C)cc1
→ -25% | 3%
COc1ccc(Cl)cc1NC(=O)C1CCN(S(=O)(=O)c2ccc3c(c2)CC(C)N3C(C)=O)CC1 (stereo unspecified)
→ -1% | -1%
CCOc1ccc(-n2cc(-c3ccccc3)c3c(Nc4cccc(F)c4)ncnc32)cc1
→ 13% | -5%
COc1ccc(N2CCN(C(=O)c3cc4cc5ccc(Cl)cc5nc4o3)CC2)cc1
→ ? | 0%
Cc1c(CC(=O)NCCc2ccccc2)c(=O)oc2c(C)c3occ(C(C)(C)C)c3cc12
→ -10% | 5%
O=S(=O)(c1ccc(-n2cnnn2)cc1)N1CCN(c2cccc(C(F)(F)F)c2)CC1
→ -1% | 0%
Cc1ccc(CCNc2ncnc3onc(-c4ccc(Cl)cc4)c23)cc1
→ 8% | -1%
Cc1cc(C)c(NC(=O)Cn2ccn(-c3cccc(Cl)c3)c(=O)c2=O)c(C)c1
→ -6% | -5%
COc1cc2c(cc1NC(=O)COc1cc(C)ccc1C)oc1ccccc12
→ 3% | 2%
N#Cc1ccc(NC2=NS(=O)(=O)c3ccccc32)cc1
→ 2% | 2%
O=C(NCCc1ccc(Cl)cc1)c1ccc2c(c1)N(Cc1ccc(Cl)cc1)C(=O)CS2
→ 13% | 4%
O=C(c1cccs1)N(Cc1cccnc1)c1nc2ccc(F)cc2s1
→ 3% | 2%
COc1ccc(OC)c(NC(=O)Cn2c(=O)oc3cc(S(=O)(=O)NCc4ccccc4)ccc32)c1
→ 5% | -2%[15.4 µM]
CCOC(=O)N1CCc2c(sc3c2c(=O)n(CCc2ccccc2)c(=O)n3CC(=O)Nc2ccccc2C)C1
→ -12% | -1%

Reprinted from the part before: 2 compounds; new compounds follow.
Below each SMILES: Sm TGR block | Tb PYK inh
COc1ccc(OC)c(NC(=O)Cn2c(=O)oc3cc(S(=O)(=O)NCc4ccccc4)ccc32)c1
→ 5% | -2%[15.4 µM]
CCOC(=O)N1CCc2c(sc3c2c(=O)n(CCc2ccccc2)c(=O)n3CC(=O)Nc2ccccc2C)C1
→ -12% | -1%
Cc1cccc(-c2nnn3c2nc(NCCC(C)C)c2ccccc23)c1
→ -8% | -3%
COc1cc(-c2cc(OC)c3c(C)oc(C)c3c(=O)c2)ccc1OC(=O)c1ccccc1C
→ -11% | -5%
CCCCCNC(=O)c1c[nH]c2ccc(S(=O)(=O)N3CCC(C)CC3)cc2c1=O
→ 3% | 5%
O=c1c2cnn(-c3ccc(Cl)cc3)c2ncn1Cc1cccc(C(F)(F)F)c1
→ -2% | 7%
CCOc1cc(C(=O)NCCc2csc(-c3ccc(C)cc3)n2)cc(OCC)c1OCC
→ -6% | -4%
Nc1c(C(=O)c2ccccc2)sc(Nc2ccc(Cl)c(Cl)c2)c1C(=O)Nc1ccccc1
→ -3% | -2%
Cc1cc(C)c(NC(=O)CSc2nc(=O)[nH]c3c2CCCC3)c(C)c1
→ 6% | 0%
C=CCc1cccc2cc(C(=O)Nc3cccc(Cl)c3)c(=O)oc12
→ 12% | 0%
CCCCNC(=O)c1cccc(NC(=O)c2nsc3ccccc23)c1
→ 7% | -14%
CCOC(=O)c1cccc(NC(=O)CC2C(=O)N(c3ccc(F)cc3)C(=O)N2C(C)C)c1 (stereo unspecified)
→ 2% | 0%
COc1ccc(-c2cn3nc(SCC(=O)Nc4cc(C)cc(C)c4)ccc3n2)cc1
→ -3% | 3%
Cc1c(NC(=O)c2ccc(Cl)cc2)cc(C(C)C)c(O)c1S(=O)(=O)c1ccccc1
→ 3% | 1%
CCCc1nc2sc3c(N4CCCCC4)ncnc3c2c2c1CCCC2
→ 6% | -2%
COc1ccc(Nc2cc(C(=O)NCCc3ccccc3)c3ccccc3n2)cc1OC
→ 0% | -1%
CCc1ccccc1NC(=O)Cn1c(SCc2ccc(F)cc2)nc2ccncc21
→ -4% | -2%
CCOc1cc2[nH]c(=O)n(CCCC(=O)N3CCN(c4cccc(Cl)c4)CC3)c(=O)c2cc1OCC
→ 4% | -2%
CCC1CCCCN1CCCNC(=O)c1ccc2c(c1)N(Cc1ccccc1)C(=O)c1ccccc1S2(=O)=O (stereo unspecified)
→ -3% | 1%
Fc1ccc(-c2noc3ncnc(N4CCCCC4)c23)cc1
→ -5% | 3%
Cc1cc(C)cc(NC(=O)CCCc2nnc3n(CC(C)C)c(=O)c4sccc4n23)c1
→ -6% | 2%
CCC(Sc1nc2cc(OC)c(OC)cc2c(=O)n1CCc1ccc(Cl)cc1)C(=O)NCCOC (stereo unspecified)
→ 7% | 1%

Compound profiles, from the list above. Values in the order: Sm TGR block, Tb PYK inh
Entry for Nc1c(C(=O)c2ccccc2)sc(Nc2ccc(Cl)c(Cl)c2)c1C(=O)Nc1ccccc1 = -3%, -2%
Entry for Cc1cc(C)c(NC(=O)CSc2nc(=O)[nH]c3c2CCCC3)c(C)c1 = 6%, 0%
Entry for CCOc1cc(C(=O)NCCc2csc(-c3ccc(C)cc3)n2)cc(OCC)c1OCC = -6%, -4%
Entry for CCCCNC(=O)c1cccc(NC(=O)c2nsc3ccccc23)c1 = 7%, -14%
Entry for O=c1c2cnn(-c3ccc(Cl)cc3)c2ncn1Cc1cccc(C(F)(F)F)c1 = -2%, 7%

(continued)
Below each SMILES: Sm TGR block | Tb PYK inh
Cc1c(NS(=O)(=O)c2ccccc2)cc(C(C)C)c(O)c1S(=O)(=O)c1ccc(Cl)cc1
→ 1% | -5%
CCN(CC)C(=O)Cn1c(=O)n(Cc2ccc(C(=O)NCc3ccc(C)cc3)cc2)c(=O)c2ccccc21
→ 1% | 1%
Cc1cc(C)c(S(=O)(=O)N2CCN(Cc3ccc4c(c3)OCO4)CC2)cc1C
→ 1% | -3%
COc1ccc(NC(=O)c2c(C)oc3ccc(O)c(CN4CCOCC4)c23)cc1
→ 8% | 3%
CC(C)(C)C1CCc2c(sc(NC(=O)Cn3nnc(-c4cccc(C(F)(F)F)c4)n3)c2C#N)C1 (stereo unspecified)
→ -6% | 9%
CC(=O)c1nn(-c2ccc(OC(F)(F)F)cc2)nc1Nc1ccc(C)cc1
→ 2% | 0%
CCCS(=O)(=O)NCCc1sc2nc(-c3ccc(Cl)cc3)nn2c1C
→ -4% | -2%
COc1ccc(OCC(=O)N2CCN(CCc3ccncc3)CC2)cc1
→ -26% | -1%
O=C(NCc1ccccc1)c1ccc2c(c1)N(Cc1ccccc1F)C(=O)c1ccccc1S2=O (stereo unspecified)
→ 5% | 3%
CCc1cc(C(=O)NC(C)c2ccccc2)no1 (stereo unspecified)
→ 0% | -2%
COc1ccc(S(=O)(=O)NCC(c2ccc(N(C)C)cc2)N2CCc3ccccc32)cc1OC (stereo unspecified)
→ -6% | -11%
COCc1cc(C)n(CC(=O)Nc2ccc(NC(C)=O)cc2)c(=O)c1C#N
→ 0% | -1%
CCOc1ccc(-c2nonc2NC(=O)c2oc3cc(C)ccc3c2C)cc1OCC
→ 0% | 2%
CCOc1ccc(NC(=O)C(NS(=O)(=O)c2ccc3c(c2)CCN3C(C)=O)C(C)C)cc1 (stereo unspecified)
→ -8% | 2%
COc1ccccc1C(=O)Nc1nc(-c2ccccc2)ns1
→ -7% | -6%
CCOC(=O)c1c(C)oc2ncnc(N3CCN(c4ccccc4F)CC3)c12
→ 40%[activator] | -8%
Cc1ccc(NC(=O)CC2Nc3cc(C)c(C)cc3NC2=O)c(C)c1 (stereo unspecified)
→ -2% | -9%
COc1ccc(OC)c(CCNC(=O)c2cnn(-c3ccccc3)c2-n2cccc2)c1
→ 0% | -9%
COc1cccc(NC(=O)CN2C(=O)c3ccccc3Sc3ncccc32)c1
→ 4% | 4%
O=C(Nc1ccc(F)cc1)N1CCN(c2ccccc2F)CC1
→ 25% | 1%
COc1ccc(N(Cc2cccs2)C(=O)COc2cc(C)c(Cl)c(C)c2)cc1
→ -1% | 2%
CCOc1ccc(NC(=O)CN2CCN(c3ccc(Cl)cc3)CC2)cc1
→ 0% | -9%
Cc1cc(C)c(NC(=O)Cn2c(=O)n(Cc3ccc(C(=O)NCc4ccc5c(c4)OCO5)cc3)c(=O)c3ccccc32)c(C)c1
→ -2% | -8%
CC1=C(C(=O)NCc2cccc(Cl)c2)C2(CCCCCC2)OC1=O
→ -9% | 6%[15.4 µM]
Cc1ccc(C)c(-n2nnc(-c3nc(-c4ccccc4C)no3)c2C)c1
→ 9% | 7%
Cc1ccc(NC(=O)c2cccc(NC(=O)N3CCSc4ncccc43)c2)cc1F
→ -1% | -1%[15.4 µM]
CN(C)S(=O)(=O)c1ccc2c(c1)N(CC(=O)N1CCC(C(N)=O)CC1)CCS2
→ 1% | -1%
CCOc1cccc(NC(=O)CSc2ncc(-c3ccc(Cl)cc3)[nH]2)c1
→ 3% | -6%
CCOC(=O)c1cc(C)n(CC2CCC(C(=O)Nc3ccc(C)cc3)CC2)c1C (stereo unspecified)
→ 6% | 4%
CCOc1ccccc1CNC(=O)C(CC)n1nc(C)c2c(C)n(-c3ccccc3)nc2c1=O (stereo unspecified)
→ 6% | -3%
Cc1ccc(NC(=O)C2CCN(S(=O)(=O)c3cc(-c4noc(C)n4)ccc3C)CC2)c(C)c1
→ 12% | -18%
O=C(Cn1nc(Cc2cccnc2)c2ccccc2c1=O)Nc1ccc(F)c(Cl)c1
→ 0% | -2%
CC1N=C2c3ccccc3N=C(SCC(=O)NCCc3ccccc3)N2C1=O (stereo unspecified)
→ 6% | 2%
N#Cc1nc(-c2ccc(COc3ccccc3)o2)oc1NCc1cccnc1
→ 0% | 4%
COc1ccc(OC)c(CNC(=O)CSc2c3c(nc4cc(Cl)ccc24)CCCC3)c1
→ -1% | -4%
Cc1ccc(-c2nc(C)c(CCNC(=O)C(=O)Nc3ccc4c(c3)OCO4)s2)cc1
→ 1% | -1%
O=c1oc2ccccc2cc1-c1cn2cc(Cc3ccccc3F)sc2n1
→ 3% | 0%
CC(=O)Nc1ccc(NC(=O)c2nc(S(=O)(=O)Cc3ccc(F)cc3)ncc2Cl)cc1
→ 3.2µM* | 6%
O=c1c(NCc2cccs2)nccn1-c1ccccc1
→ -26% | -5%
Cc1ccc2c(=O)cc(C(=O)Nc3sc4c(c3C(=O)NCc3cccnc3)CCCC4)oc2c1
→ 6% | -9%
